# Bioassay records: PubChem BioAssay, Broad Institute
# PfHsp90 yeast 2: inhibits growth of yeast expressing Plasmodium falciparum Hsp90 | S. cerevisiae expressing PfHsp90, BacTiter-Glo ATP, 48 h; yeast lacking PDR1 and PDR3 efflux regulators | inhibition, % at 9.4 µM | 310,000 compounds, 0.32% hits;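 active = every replicate shows inhibition above about 80%, whatever the replicate mean, limit read from the data; inconclusive = mean inhibition reaches the set limit but some replicate falls short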;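 also: 0% = DMSO neutral controls and 100% = 20 µM radicicol positive controls; yeast relying on Plasmodium falciparum Hsp90 in place of its own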
# CAL PDZ FP-1: blocks peptide binding to human CAL PDZ domain. inhibition, % at 20 µM. 330,000 compounds, 0.02% hits. Q9HD26. purified CAL PDZ, TMR-peptide fluorescence polarization, 1 h. AID 504414;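 active = highest replicate inhibition of at least 40%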;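 also: plate controls were DMSO neutral control wells for no effect and unlabeled competitor peptide control wells for full effect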
#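 Read-out basis: mP drop reported as inhibition | Assay system: Tagged CAL PDZ protein CerCALP, purified | Benchmarks: Unlabelled peptide for full inhibition, DMSO wells as neutral | Schedule: 1 h incubation at room temperature before polarization reading | Buffer or medium: Sodium phosphate/NaCl buffer pH 7.4 with TCEP, IgG, Thesit | Doses: Single point, 20 µM | Measured by: Fluorescence polarization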
# SR-BI DiI inh: blocks mouse SR-BI lipid uptake from DiI-HDL; Q61009; ldlA[mSR-BI] CHO cells, DiI-HDL uptake fluorescence, 3 h; inhibition, % at 12.5 µM; 320,000 compounds, 0.96% hits; AID 488896;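 active = mean replicate inhibition of at least 70% and a set share of replicates each scoring 70 or more; inconclusive = meets just one of the two criteria; inactive = fails both criteria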;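 also: 0% = median of neutral control wells and 100% = median of positive control wells; values of inactives mirror those of a sister screen read the other way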
# Target sequence (Q61009 whole entry, looked up): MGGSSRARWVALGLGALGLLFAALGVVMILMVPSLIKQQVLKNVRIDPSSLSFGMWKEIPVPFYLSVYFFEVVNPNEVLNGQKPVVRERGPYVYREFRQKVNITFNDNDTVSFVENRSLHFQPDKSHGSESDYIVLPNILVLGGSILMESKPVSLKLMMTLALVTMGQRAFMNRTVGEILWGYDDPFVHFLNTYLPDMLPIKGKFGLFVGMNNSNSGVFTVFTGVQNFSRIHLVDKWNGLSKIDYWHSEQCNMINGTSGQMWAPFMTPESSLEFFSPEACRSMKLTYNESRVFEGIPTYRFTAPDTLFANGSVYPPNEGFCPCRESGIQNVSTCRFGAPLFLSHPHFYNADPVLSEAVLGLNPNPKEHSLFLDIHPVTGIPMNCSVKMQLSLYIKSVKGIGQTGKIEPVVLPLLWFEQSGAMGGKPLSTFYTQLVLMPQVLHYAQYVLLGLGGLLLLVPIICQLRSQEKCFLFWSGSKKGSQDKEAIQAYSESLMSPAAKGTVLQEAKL
# PvdQ inh: P. aeruginosa PvdQ acylase inhibition; purified PvdQ acylase, fluorescence plate reader; inhibition, % at 10 µM; 340,000 compounds, 0.063% hits; in the data active = inhibition above about 30%, passing the limit was not always enough; inconclusive = no clear call, values can overlap the other calls;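 also: 0% = vehicle neutral wells and 100% = reference inhibitor wells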
# SR-BI uptake up: activators of SR-BI mediated HDL lipid uptake; CHO ldlA[mSR-BI] cells, DiI-HDL uptake fluorescence, 3 h; 100 = double the neutral-control signal; activation, % at 12.5 µM; 320,000 compounds, 0.096% hits; AID 504775;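 active = mean replicate activation of at least 60% and every replicate at or above 60%; inconclusive = mean or all-replicate condition met, but not both; inactive = mean below 60% and not all replicates reaching 60%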;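 also: 0% = median plate neutral-control signal and 100% = twice that signal; values of inactives mirror those of a sister screen read the other way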
#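 system = CHO ldlA[mSR-BI] cells, LDL receptor-null, SR-BI overexpressing | medium = Ham's F12 with 0.5% BSA, HEPES 25 mM, pH 7.4 | probe or stimulus = DiI-HDL 10 µg/mL | compound dosing = single-point compound dose | incubation = compound exposure 3 h, 37 °C | technique = DiI fluorescence, bottom read | read-out = cell-associated DiI fluorescence as measure of HDL uptake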
# Rtt109 Vps75: inhibitors of Candida albicans Rtt109/Vps75 histone acetyltransferase; inhibition, % at 34.9 µM; purified Rtt109/Vps75, ThioGlo CoA-SH fluorescence, 4 h; Q5AAJ8; 330,000 compounds, 0.16% hits; AID 540336;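 active = inhibition of at least 50% in every replicate; inconclusive = best replicate reaches 50% inhibition but some replicates fall short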
# NSD2 HMT inh: NSD2 (human) methyltransferase inhibition; 310,000 compounds, 0.54% hits; inhibition, % at 12.5 µM; O96028; NSD2 peptide methylation, AlphaScreen, 120 min; in the data active = inhibition above about 50%
# MITF act: activators of MITF-driven TRPM1 promoter activity in SK-MEL-5 cells; SK-MEL-5 TRPM1-promoter luciferase, 24 h; % of positive control, neutral wells = 0; activation, % at 12.5 µM; 300,000 compounds, 0.75% hits;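 active = mean activation of at least 80% with every replicate also reaching 80%; inconclusive = mean reaches 80% but some replicate falls short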;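 also: 0% = neutral control wells and 100% = parthenolide positive control wells; values of inactives mirror those of a sister screen read the other way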
# dFosB act: enhances mouse delta FosB homodimer DNA binding | 340,000 compounds, 0.99% hits | activation, % at 25 µM | P13346 | purified delta FosB, TAMRA-CDK5 oligo fluorescence polarization; percent of positive-control signal above neutral wells;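 active = mean activation above about 17%, with every replicate also reaching it, limit read from the data, passing the limit was not always enough; inconclusive = only one of the two conditions met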;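 also: fluorescence polarization rise as delta FosB binds a TAMRA Cdk5 AP-1 oligo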
# CAL PDZ FP-2: CAL PDZ (human) peptide binding inhibition | AID 602252 | 300,000 compounds, 0.92% hits | inhibition, % at 24.9 µM | Q9HD26 | purified CAL PDZ, TMR-peptide fluorescence polarization, 1 h;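 active = mean inhibition of at least 30% with at least half of replicates also reaching 30%; inconclusive = no clear call, values can overlap the other calls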;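 also: 0% = DMSO neutral control and 100% = excess unlabeled competitor peptide PRC23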
# * = called active by the depositor; ? = inconclusive; · = no result given.
# Every second line gives: PfHsp90 yeast 2, CAL PDZ FP-1, SR-BI DiI inh, PvdQ inh, SR-BI uptake up, Rtt109 Vps75, NSD2 HMT inh, MITF act, dFosB act, CAL PDZ FP-2
Cn1c(N/N=C/c2cccs2)cc(=O)n(C)c1=O
  -1, 0.0, -13, -11, ·, 0, 31, -26, -14, -1
CN(C)CCCN1c2ccccc2Sc2ccc3ccccc3c21
  -7, 6.9, -2, -1, 2, 10, 4, ·, -14, 0
Fc1ccccc1-c1csc(-c2cccnc2)n1
  -28, -2.9, 31, 10, -31, 17, -4, 40, -14, -3
COc1ccc(C(=O)NC(=S)Nc2cccnc2)cc1[N+](=O)[O-]
  -3, -0.2, 38, 6, -38, -4, -1, 2, -7, 4
COCCN1C(=O)C(=O)/C(=C(/O)c2ccc(S(=O)(=O)N3CCCCC3)cc2)C1c1ccc(OC)c(OC)c1 (configuration not stated)
  -3, -0.6, -2, -7, 2, 3, 2, -1, -8, ·
CCOc1ccc(C(F)(F)F)cc1NC(=O)COc1ccc(C(F)(F)F)cc1[N+](=O)[O-]
  -9, 0.8, 21, 4, -21, 9, ·, ·, -8, ·
O=C(Nc1ccccc1)c1cc([N+](=O)[O-])ccc1NCc1cccnc1
  4, -0.6, 4, 5, -4, 1, 9, -3, -3, 5
Cc1cc(C)n(Cc2ccc(F)cc2)c(=O)c1C#N
  -13, 0.7, -5, -3, 5, 11, 3, -9, -6, ·
O=S(=O)(Nc1ccc(-n2cnnn2)cc1)c1cccc(Cl)c1
  ·, -3.4, -5, -13, 5, -1, -1, 6, 0, -4
COc1ccc(C(CNC(=O)c2cc3ccccc3cc2OC)N2CCCC2)cc1 (configuration not stated)
  17, -3.9, 2, -20, -2, 2, 3, 11, 1, -4
COc1ccc(CCNC(=O)C2CCN(S(=O)(=O)c3ccc(OC)cc3)CC2)cc1
  -7, 0.3, -6, -8, 6, -5, -3, 4, -4, -5
CCC(=O)Nc1c2c(nn1-c1ccccc1C)CSC2
  14, 0.0, -23, -6, 23, 6, 0, -5, -8, 2
O=C(/C=C/c1ccccc1)Nn1cnnc1
  ·, 20, -20, -10, 20, 4, -3, ·, 5, -2
CNc1nc2ccccc2n(C)c1=O
  5, -1.1, -1, -12, 1, 5, -6, -1, 4, 2
Cc1ccc(C(=O)Nc2nc3ccccc3c(=O)s2)cc1
  10, -1.3, 15, -3, -15, 7, 0, 49, -7, 2
COc1ccc(Cl)cc1C(=O)NCC(c1ccco1)N(C)C (configuration not stated)
  -3, -2.7, ·, -14, ·, -10, 2, -11, -5, 3
O=C(CCCOc1ccccc1)N1CCCCC1
  ·, -1.2, -15, -1, 15, -1, 0, -1, 5, 0
CN(C)CCN(C(=O)c1ccc2c(c1)CCCC2)c1nc2cc3c(cc2s1)OCCO3
  17, -2.0, 37, -6, -37, -1, 7, 48, ?, -3
Cc1c(NC(=O)C(C#N)=C2CCCCC2)c(=O)n(-c2ccccc2)n1C
  -5, 0.1, -26, -7, 26, 3, -1, ·, 3, -1
O=C(O)CCCN1C(=O)/C(=C/C=C/c2ccco2)SC1=S
  0, 0.2, ·, -4, ·, 17, 110*, -22, -13, -1
CSc1ccccc1OCc1cc(C(=O)NCCc2ccco2)no1
  -22, -0.3, 36, -11, -36, -14, -1, 53, 0, -3
COc1ccc(OCC(O)CN2CC(C)OC(C)C2)cc1 (configuration not stated)
  -8, -0.2, 0, -10, 0, -1, ·, ·, 3, 0
CCc1ccc(NC2=CC(=O)C(=O)c3ccccc32)cc1
  -98, 0.3, 18, 0, -18, -8, 10, -103, -6, 1

# Fetched by compound from the entries so far (4):
# Every second line gives: PfHsp90 yeast 2, CAL PDZ FP-1, SR-BI DiI inh, PvdQ inh, SR-BI uptake up, Rtt109 Vps75, NSD2 HMT inh, MITF act, dFosB act, CAL PDZ FP-2
COc1ccc(C(=O)NC(=S)Nc2cccnc2)cc1[N+](=O)[O-]
  -3, -0.2, 38, 6, -38, -4, -1, 2, -7, 4
O=C(CCCOc1ccccc1)N1CCCCC1
  ·, -1.2, -15, -1, 15, -1, 0, -1, 5, 0
O=C(O)CCCN1C(=O)/C(=C/C=C/c2ccco2)SC1=S
  0, 0.2, ·, -4, ·, 17, 110*, -22, -13, -1
Cn1c(N/N=C/c2cccs2)cc(=O)n(C)c1=O
  -1, 0.0, -13, -11, ·, 0, 31, -26, -14, -1

# 6 neighbouring compounds already listed, quoted:
# Every second line gives: PfHsp90 yeast 2, CAL PDZ FP-1, SR-BI DiI inh, PvdQ inh, SR-BI uptake up, Rtt109 Vps75, NSD2 HMT inh, MITF act, dFosB act, CAL PDZ FP-2
CN(C)CCN(C(=O)c1ccc2c(c1)CCCC2)c1nc2cc3c(cc2s1)OCCO3
  17, -2.0, 37, -6, -37, -1, 7, 48, ?, -3
Cc1c(NC(=O)C(C#N)=C2CCCCC2)c(=O)n(-c2ccccc2)n1C
  -5, 0.1, -26, -7, 26, 3, -1, ·, 3, -1
O=C(O)CCCN1C(=O)/C(=C/C=C/c2ccco2)SC1=S
  0, 0.2, ·, -4, ·, 17, 110*, -22, -13, -1
CSc1ccccc1OCc1cc(C(=O)NCCc2ccco2)no1
  -22, -0.3, 36, -11, -36, -14, -1, 53, 0, -3
COc1ccc(OCC(O)CN2CC(C)OC(C)C2)cc1 (configuration not stated)
  -8, -0.2, 0, -10, 0, -1, ·, ·, 3, 0
CCc1ccc(NC2=CC(=O)C(=O)c3ccccc32)cc1
  -98, 0.3, 18, 0, -18, -8, 10, -103, -6, 1
